TcdB inh – TcdB glycohydrolase inhibition. 350,000 tested, 0.24% active. TcdB glycohydrolase enzymatic assay, plate reader. inhibition, % at 9.99 µM. AID 652162; in the data active = inhibition above about 10%
An asterisk follows results filed as active. These rows are one share of the data; the hit share may differ from the screen's.

Start of the data: the first 3 records, to show the layout:
SMILES | TcdB inh
C[C@@H]1CN([C@@H](C)CO)C(=O)c2cccc(NS(=O)(=O)c3ccc(Cl)cc3)c2O[C@H]1CN(C)Cc1ccc(-c2ccccc2)cc1 | 2.2
CCCNC(=O)Nc1ccc2c(c1)OC[C@@H](C)NC[C@@H](C)[C@@H](OC)CN(C)C2=O | 0.3
Cc1ccc(S(=O)(=O)Nc2ccc3c(c2)C(=O)N([C@H](C)CO)C[C@@H](C)[C@H](CN(C)Cc2ccc(C(F)(F)F)cc2)OCCCC[C@@H](C)O3)cc1 | -1.7

Results, from the first entry:
SMILES | TcdB inh
C[C@@H]1CN([C@@H](C)CO)C(=O)c2cccc(NS(=O)(=O)c3ccc(Cl)cc3)c2O[C@H]1CN(C)Cc1ccc(-c2ccccc2)cc1 | 2.2
CCCNC(=O)Nc1ccc2c(c1)OC[C@@H](C)NC[C@@H](C)[C@@H](OC)CN(C)C2=O | 0.3
Cc1ccc(S(=O)(=O)Nc2ccc3c(c2)C(=O)N([C@H](C)CO)C[C@@H](C)[C@H](CN(C)Cc2ccc(C(F)(F)F)cc2)OCCCC[C@@H](C)O3)cc1 | -1.7
C[C@@H]1CN([C@H](C)CO)C(=O)Cc2cc(NC(=O)Nc3ccc4c(c3)OCO4)ccc2O[C@@H]1CN(C)S(=O)(=O)c1ccccc1 | 0.1
Cc1cc(C(=O)Nc2ccc3c(c2)C(=O)N(C)[C@@H]2CC[C@H](CC(=O)NC4CCCC4)O[C@H]2CO3)no1 | 2.2
CCC(=O)N(C)C[C@@H]1Oc2ncc(-c3ccccc3C)cc2C(=O)N([C@H](C)CO)C[C@@H]1C | 1.4
CCCN1C[C@@H](C)[C@@H](OC)CN(C)C(=O)c2ccc(NS(=O)(=O)c3cn(C)cn3)cc2OC[C@H]1C | -0.9
C[C@@H]1CN([C@H](C)CO)S(=O)(=O)c2ccc(-c3cccc(F)c3)cc2O[C@@H]1CN(C)S(C)(=O)=O | -0.2
C[C@@H]1CCCCO[C@H](CN(C)C(=O)c2ccccc2)[C@H](C)CN([C@@H](C)CO)C(=O)c2cc(NC(=O)C3CCCCC3)ccc2O1 | 0.3
O=C(C[C@H]1C[C@@H]2c3cc(NC(=O)NC4CCCC4)ccc3O[C@@H]2[C@H](CO)O1)NCc1ccc2c(c1)OCO2 | -2.3
O=C(O)C[C@@H]1C[C@@H]2c3cc(NC(=O)NC4CCCC4)ccc3O[C@@H]2[C@H](CO)O1 | 0.2
CCCC(=O)Nc1ccc2c(c1)C(=O)N(C)[C@@H]1CC[C@@H](CC(=O)N3CCCCC3)O[C@@H]1CO2 | -1.5
COC(=O)[C@@H]1[C@@H](CO)[C@@H]2Cn3c(ccc(-c4cccc(OC)c4)c3=O)[C@H]1N2CC1CC1 | -0.7
COc1ccc(S(=O)(=O)Nc2cccc3c2O[C@@H](CN(C)C(=O)NC(C)C)[C@H](C)CN([C@@H](C)CO)C3=O)cc1 | 2.3
O=C([C@@H]1[C@@H](CO)[C@@H]2Cn3c(cccc3=O)[C@H]1N2Cc1cccc(Cl)c1)N1CCOCC1 | -0.3
COc1ccc(S(=O)(=O)N(C)C[C@@H]2Oc3ncc(C#CCN(C)C)cc3C(=O)N([C@H](C)CO)C[C@@H]2C)cc1 | -0.5
C[C@@H](NC(=O)C[C@@H]1C[C@H]2c3cc(NC(=O)c4cccnc4)ccc3O[C@H]2[C@@H](CO)O1)c1ccccc1 | -0.2
C[C@H](C(=O)N(C)C[C@@H]1OCc2ccccc2-c2c(n(C)c3ccccc23)C(=O)N([C@@H](C)CO)C[C@H]1C)c1ccccc1 | 0.9
COc1ccc(NC(=O)N[C@H]2CC[C@H](CCn3cc(-c4ccccn4)nn3)O[C@@H]2CO)cc1 | 1.8
C[C@@H]1CN([C@H](C)CO)C(=O)c2cc(NC(=O)c3ccncc3)ccc2O[C@@H]1CN(C)Cc1ccncc1 | -1.2
Cc1ccc(S(=O)(=O)Nc2ccc3c(c2)C(=O)N([C@@H](C)CO)C[C@H](C)[C@@H](CN(C)S(=O)(=O)c2cn(C)cn2)O3)cc1 | 0.9
CC(C)c1cn(CC[C@H]2CC[C@H](NC(=O)C3CCCCC3)[C@@H](CO)O2)nn1 | -0.8
COc1ccc(NC(=O)Nc2ccc3c(c2)C(=O)N([C@@H](C)CO)C[C@H](C)[C@@H](CN(C)C(=O)Nc2ccc(OC)cc2)O3)cc1 | 0.5
COCCNC(=O)C[C@@H]1CC[C@@H]2[C@H](COC[C@@H](O)CN2Cc2ccc(Cl)c(Cl)c2)O1 | -0.6
CCc1csc(N2[C@@H](C#N)[C@@H](c3ccccc3-c3cccc(F)c3)[C@@H]2CO)n1 | -1.7

Going on with the list:
SMILES | TcdB inh
CC(C)NC(=O)N(C)C[C@H]1Oc2cc(-c3ccncc3)ccc2S(=O)(=O)N([C@@H](C)CO)C[C@H]1C | 0.2
C[C@@H]1CCCCO[C@H](CN(C)CC2CCCCC2)[C@H](C)CN([C@H](C)CO)C(=O)c2cc(NS(C)(=O)=O)ccc2O1 | -0.2
C[C@@H]1CN([C@@H](C)CO)S(=O)(=O)c2ccc(-c3cncnc3)cc2O[C@@H]1CN(C)Cc1cccnc1 | 0.2
Cc1noc(C)c1S(=O)(=O)Nc1ccc2c(c1)C(=O)N([C@H](C)CO)C[C@H](C)[C@H](CN(C)S(=O)(=O)c1cn(C)cn1)O2 | 0.6
COc1ccc2c3c([nH]c2c1)[C@H](CO)NCC31CCN(C(=O)Cc2ccccc2)CC1 | 2.7
C[C@@H]1CN([C@@H](C)CO)S(=O)(=O)c2ccc(-c3ccncc3)cc2O[C@H]1CN(C)Cc1ccccn1 | 0.5
Cc1ccc(-c2ccc([C@@H]3[C@@H](CO)N4C(=O)CN(C(=O)Nc5cccc(F)c5)C[C@H]34)cc2)cc1 | -3.9
O=C(N[C@H]1C=C[C@H](CC(=O)N2CCN(c3ccccc3)CC2)O[C@H]1CO)c1ccccc1 | -2.0
CC(=O)N1Cc2cc(C(=O)NCc3cc(F)cc(F)c3)nc(-c3cccc(C4=CCCC4)c3)c2[C@@H]1CCO | 0.4
CO[C@H]1CN(C)C(=O)c2ccc(NC(=O)Nc3cc(F)ccc3F)cc2OC[C@@H](C)N(C(=O)c2cnccn2)C[C@H]1C | -0.1
C[C@@H]1CN([C@H](C)CO)C(=O)c2cc(-c3ccccc3)cnc2O[C@H]1CN(C)Cc1ccc(C(=O)O)cc1 | 0.4
COc1ccc2c3c(n(C)c2c1)[C@@H](CO)N(CC1CC1)CC31CN(C(=O)c2ccccc2)C1 | 0.6
C[C@H]1CN([C@@H](C)CO)C(=O)c2cc(NC(=O)Nc3ccc(F)cc3)ccc2O[C@H]1CN(C)C(=O)Nc1ccccc1 | 1.2
CO[C@H]1CN(C)C(=O)c2cc(NC(C)=O)ccc2OC[C@H](C)N(Cc2ccncc2)C[C@@H]1C | 0.6
Cn1cnc(S(=O)(=O)N2C[C@H](O)COC[C@H]3O[C@H](CC(=O)NC4Cc5ccccc5C4)CC[C@@H]32)c1 | -0.7
O=C(C[C@H]1CC[C@H]2[C@@H](COC[C@@H](O)CN2C(=O)Nc2cccc(F)c2)O1)NCCCN1CCOCC1 | 2.2
O=C(Cc1ccccc1)N[C@@H]1CC[C@H](CC(=O)N2CCCCC2)O[C@H]1CO | 0.4
CCS(=O)(=O)N1CC2(CN(C(=O)Nc3c(C)noc3C)[C@H](CO)c3c2c2ccc(OC)cc2n3C)C1 | 0.3
CN(C)C(=O)C[C@H]1C[C@H]2c3cc(NC(=O)c4ccc5c(c4)OCO5)ccc3O[C@H]2[C@@H](CO)O1 | 1.4
COc1ccc2c3c([nH]c2c1)[C@H](CO)N(C(=O)c1cccc(F)c1)CC31CN(C(=O)CC2CC2)C1 | 0.6
CC(=O)N1CCCCN2[C@H](CO)[C@@H](c3ccc(-c4cccc(C(=O)N(C)C)c4)cc3)[C@@H]2C1 | -2.3
CCCNC(=O)[C@@H]1[C@@H](CO)[C@@H]2Cn3c(ccc(-c4ccncc4)c3=O)[C@H]1N2Cc1ccccc1F | 1.2
C[C@@H]1CN([C@H](C)CO)C(=O)c2cc(NS(=O)(=O)c3cn(C)cn3)ccc2O[C@@H]1CN(C)Cc1ccc(C(F)(F)F)cc1 | 0.5
Cc1ccc(S(=O)(=O)Nc2ccc3c(c2)C(=O)N([C@@H](C)CO)C[C@@H](C)[C@H](CN(C)C(=O)Nc2cccc4ccccc24)O3)cc1 | 0.5
O=C(C[C@H]1C=C[C@H](NC(=O)c2ccc(F)cc2)[C@@H](CO)O1)NCCc1ccccc1 | 1.2

Next section; the last two above are carried over.
SMILES | TcdB inh
Cc1ccc(S(=O)(=O)Nc2ccc3c(c2)C(=O)N([C@@H](C)CO)C[C@@H](C)[C@H](CN(C)C(=O)Nc2cccc4ccccc24)O3)cc1 | 0.5
O=C(C[C@H]1C=C[C@H](NC(=O)c2ccc(F)cc2)[C@@H](CO)O1)NCCc1ccccc1 | 1.2
COCC#Cc1cnc2c(c1)C(=O)N([C@@H](C)CO)C[C@H](C)[C@@H](CN(C)C(=O)c1ccc3c(c1)OCO3)O2 | 0.3
COc1ccc2c3c(n(C)c2c1)[C@H](CO)N(C(=O)c1cccnc1)CC31CN(C(=O)c2cccnc2)C1 | -0.3
C[C@@H]1CN([C@H](C)CO)C(=O)Cc2cc(NS(=O)(=O)c3ccc(Cl)cc3)ccc2O[C@H]1CN(C)Cc1ccncc1 | -0.1
CC(C)NC(=O)N(C)C[C@@H]1Oc2c(NS(=O)(=O)c3ccc(Cl)cc3)cccc2C(=O)N([C@H](C)CO)C[C@@H]1C | -2.4
Cc1ccc(S(=O)(=O)Nc2cccc3c2O[C@@H](CN(C)S(=O)(=O)c2cn(C)cn2)[C@H](C)CN([C@@H](C)CO)C3=O)cc1 | 0.0
CC(C)(C)[S@@](=O)N1Cc2cc(C(=O)NCC(F)(F)F)nc(-c3cccc(-c4cccc(F)c4)c3)c2[C@H]1CCO | 2.2
COc1ccc2c3c([nH]c2c1)[C@H](CO)N(Cc1nccs1)CC31CCN(C(=O)C2CCCC2)CC1 | 0.3
COc1cccc(-c2ccc([C@@H]3[C@@H](CO)N4C(=O)CN(C(=O)NC(C)C)C[C@@H]34)cc2)c1 | -0.2
COc1ccc2c3c([nH]c2c1)[C@H](CO)N(C(=O)c1cccc(F)c1)CC31CCN(C(=O)CC2CC2)CC1 | 0.3
C[C@H](CO)N1C[C@H](C)[C@H](CN(C)Cc2ccc3c(c2)OCO3)Oc2ccc(NC(=O)C3CCCCC3)cc2CC1=O | -1.9
COc1ccc2c3c(n(C)c2c1)[C@@H](CO)N(C)CC31CN(C(=O)CN2CCOCC2)C1 | 0.3
COc1cccc(CNC(=O)C[C@H]2CC[C@H]3[C@@H](COc4ccc(NC(C)=O)cc4C(=O)N3C)O2)c1 | 0.3
C[C@H]1CN([C@@H](C)CO)S(=O)(=O)c2ccc(C#Cc3cccc(F)c3)cc2O[C@H]1CN(C)S(=O)(=O)c1cn(C)cn1 | 0.3
CCNC(=O)[C@H]1[C@H](CO)[C@H]2Cn3c(ccc(-c4ccncc4)c3=O)[C@@H]1N2CC1CC1 | 0.3
Cc1ccc(S(=O)(=O)Nc2ccc3c(c2)C(=O)N([C@@H](C)CO)C[C@@H](C)[C@@H](CN(C)Cc2ccc(C(=O)O)cc2)OCCCC[C@H](C)O3)cc1 | -0.9
O=C(C[C@@H]1CC[C@H]2NC[C@@H](O)COC[C@@H]2O1)Nc1ccccc1 | 0.8
C[C@@H]1CCCCO[C@@H](CN(C)C(=O)Nc2ccc3c(c2)OCO3)[C@@H](C)CN([C@@H](C)CO)C(=O)c2cc(NC(=O)NC3CCCCC3)ccc2O1 | 0.1
COc1ccc(S(=O)(=O)N[C@H]2CC[C@@H](CC(=O)N3CCc4ccccc4C3)O[C@@H]2CO)cc1 | 2.1
COc1cccc(S(=O)(=O)N[C@H]2C=C[C@H](CC(=O)NC3CCC3)O[C@@H]2CO)c1 | 0.2
Cc1noc(C)c1NC(=O)N(C)C[C@H]1OCCCC[C@@H](C)Oc2ccc(NS(=O)(=O)c3ccc(F)cc3)cc2C(=O)N([C@@H](C)CO)C[C@@H]1C | 0.4
CO[C@H]1CN(C)C(=O)c2ccc(NC(=O)c3cnccn3)cc2OC[C@H](C)N(CC2CC2)C[C@H]1C | 0.3
C[C@H]1CN([C@@H](C)CO)C(=O)c2c(c3ccccc3n2C)-c2ccccc2CO[C@H]1CN(C)S(C)(=O)=O | -1.2
C[C@H](CO)N1C[C@H](C)[C@@H](CN(C)S(C)(=O)=O)Oc2ccc(NC(=O)CCCCCC(=O)Nc3ccccc3N)cc2CC1=O | -0.2
CCCNC(=O)N1CC(=O)N2[C@H](C1)[C@@H](c1ccc(C#Cc3ccc(F)cc3)cc1)[C@@H]2CO | 0.8
Cc1ccc(S(=O)(=O)N(C)C[C@@H]2Oc3c(NC(=O)C4CCCCC4)cccc3C(=O)N([C@@H](C)CO)C[C@H]2C)cc1 | 1.2
C[C@@H]1CN([C@@H](C)CO)C(=O)c2cc(NS(C)(=O)=O)ccc2O[C@@H]1CN(C)C | -6.2
CC(=O)N(C)C[C@@H]1Oc2cc(-c3ccc(C#N)cc3)ccc2S(=O)(=O)N([C@@H](C)CO)C[C@@H]1C | -0.4
Cc1noc(C)c1S(=O)(=O)N(C)C[C@H]1Oc2ccc(NS(=O)(=O)c3ccc(Cl)cc3)cc2C(=O)N([C@@H](C)CO)C[C@H]1C | 0.1
C[C@@H]1CCCCO[C@@H](CN(C)Cc2ccncc2)[C@H](C)CN([C@@H](C)CO)C(=O)c2cc(NS(=O)(=O)c3cccs3)ccc2O1 | -0.8
COc1ccccc1S(=O)(=O)N[C@@H]1CC[C@@H](CCn2cc(C3CCCC3)nn2)O[C@@H]1CO | 0.6

Exported as labelled records: entries from further up
> C[C@@H]1CCCCO[C@@H](CN(C)Cc2ccncc2)[C@H](C)CN([C@@H](C)CO)C(=O)c2cc(NS(=O)(=O)c3cccs3)ccc2O1
  TcdB inh = -0.8

> C[C@@H]1CCCCO[C@@H](CN(C)C(=O)Nc2ccc3c(c2)OCO3)[C@@H](C)CN([C@@H](C)CO)C(=O)c2cc(NC(=O)NC3CCCCC3)ccc2O1
  TcdB inh = 0.1
